From PubChem BioAssay
KDM5B inh: Primary screen for KDM5B Histone Demethylases FDH-coupled qHTS; KDM5B demethylase, FDH-coupled NADH fluorescence (FDH is formaldehyde dehydrogenase); Potency, µM (doses to about 57.7 µM), inactives show top-dose activity change, negative = inhibition, actives largely listed as inhibitors; actives 2.6% (n = 220,000); AID 1347165, 2019; active = well fitted inhibition curve with a large enough effect; inconclusive = small, poorly fitted or top-dose-only effect; inactive = no such curve, though single readings can be large or run the other way; also: 0% is about no effect; nearly all actives have a fitted effect of over 70% in size
Target sequence (Q9UGL1 whole entry, looked up): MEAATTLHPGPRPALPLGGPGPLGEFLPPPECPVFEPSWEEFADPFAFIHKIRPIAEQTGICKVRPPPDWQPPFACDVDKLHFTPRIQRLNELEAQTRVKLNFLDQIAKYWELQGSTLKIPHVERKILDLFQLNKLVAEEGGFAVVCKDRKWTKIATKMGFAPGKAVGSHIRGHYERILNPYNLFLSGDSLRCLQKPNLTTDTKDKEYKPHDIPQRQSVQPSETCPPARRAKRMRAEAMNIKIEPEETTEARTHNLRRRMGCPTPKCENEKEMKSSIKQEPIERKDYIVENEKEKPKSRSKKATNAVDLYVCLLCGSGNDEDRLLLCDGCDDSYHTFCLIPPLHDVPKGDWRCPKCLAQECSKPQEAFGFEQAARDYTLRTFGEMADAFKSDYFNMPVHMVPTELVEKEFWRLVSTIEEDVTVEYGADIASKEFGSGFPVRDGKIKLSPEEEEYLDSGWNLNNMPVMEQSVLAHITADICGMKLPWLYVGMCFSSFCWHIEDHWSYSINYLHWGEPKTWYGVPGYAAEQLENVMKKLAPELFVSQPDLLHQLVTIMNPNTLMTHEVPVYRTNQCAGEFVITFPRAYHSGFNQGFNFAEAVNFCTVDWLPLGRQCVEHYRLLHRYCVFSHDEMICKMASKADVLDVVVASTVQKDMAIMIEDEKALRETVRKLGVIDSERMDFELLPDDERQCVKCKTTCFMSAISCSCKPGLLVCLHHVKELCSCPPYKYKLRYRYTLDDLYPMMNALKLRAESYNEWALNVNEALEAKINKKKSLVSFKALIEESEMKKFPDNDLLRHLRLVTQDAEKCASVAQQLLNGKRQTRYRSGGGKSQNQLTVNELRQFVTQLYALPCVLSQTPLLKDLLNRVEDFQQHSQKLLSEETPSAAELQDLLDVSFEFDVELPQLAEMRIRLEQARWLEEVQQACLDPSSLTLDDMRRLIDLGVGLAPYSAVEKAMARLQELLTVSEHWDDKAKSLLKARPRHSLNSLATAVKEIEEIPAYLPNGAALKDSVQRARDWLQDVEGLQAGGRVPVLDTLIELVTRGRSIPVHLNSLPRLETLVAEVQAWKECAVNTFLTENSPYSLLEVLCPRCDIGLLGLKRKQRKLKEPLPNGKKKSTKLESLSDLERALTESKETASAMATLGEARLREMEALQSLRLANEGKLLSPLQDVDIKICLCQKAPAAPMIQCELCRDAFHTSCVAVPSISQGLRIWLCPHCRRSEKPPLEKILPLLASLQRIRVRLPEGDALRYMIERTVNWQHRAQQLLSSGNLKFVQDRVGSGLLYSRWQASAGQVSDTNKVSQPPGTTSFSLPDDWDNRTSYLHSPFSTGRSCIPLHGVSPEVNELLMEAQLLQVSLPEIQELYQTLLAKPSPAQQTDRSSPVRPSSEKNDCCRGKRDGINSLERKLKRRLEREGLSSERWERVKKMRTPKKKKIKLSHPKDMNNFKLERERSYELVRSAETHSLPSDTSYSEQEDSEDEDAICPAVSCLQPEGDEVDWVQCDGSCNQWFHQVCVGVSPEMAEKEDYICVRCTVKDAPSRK
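Measured: NADH fluorescence change, 30 min, RT. System: KDM5BΔAP 200 nM final, H3K4me3 peptide, α-KG, Fe(II), ascorbate, NAD⁺ plus FDH, pH 7.5 HEPES. Compounds: titrated, 10 min pre-incubation with enzyme.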
Numbers without * were called inactive; i = inactive; ? = inconclusive; [ ] = another dose, or the depositor's remark. Potency is read from the fitted curve at half-maximal effect. A portion of the library. The share of hits here may be higher or lower than overall.

KDM5B inh,compound
?,CCc1ccc(S(=O)(=O)c2nnn3c2nc(NC2CCCC2)c2ccccc23)cc1
?,CCCCSc1nc(-c2ccc(OC)cc2)ccc1C#N
-14.5%,CN1CCN(C(=O)CSc2nc3ccc(NC(=O)c4ccccc4F)cc3s2)CC1
-6.1%,CCOc1cc(/C=N/NC(=O)c2cccnc2)ccc1O
60.1%[activator],COc1ccc2oc(-c3ccc(C)c(NC(=O)CSc4ccc(Cl)cc4)c3)nc2c1
-3.4%,CCc1ccc(OCC(=O)Nc2ccc3c(c2)c2ccccc2n3CC)cc1
-16.3%[86.2 µM],CS(=O)(=O)NC[C@H]1OC[C@@H](NCc2ccc(S(C)(=O)=O)cc2)[C@@H]1O
18.0%,Cc1cccc(C(=O)N2CCCC(Nc3ccc(C)c(C)c3)C2)n1 (centres undefined)
-4.7%,O=C(CN1CCCC1=O)NC1CCCc2nc(-c3ccccc3)ncc21 (centres undefined)
2.7%,Cc1ccc(NC(=O)Cn2nc(-c3ccccc3)ccc2=O)cc1S(=O)(=O)N1CCOCC1
-0.1%,Cc1nc2c3ccccc3nc(NNC(=O)CCC(=O)N3CCN(c4cccc(C(F)(F)F)c4)CC3)n2n1
-55.5%,COc1ccc(N2CCN(Cc3nc4c(c(=O)[nH]c(=O)n4C)n3Cc3ccccc3)CC2)cc1
?,O=Cc1ccc(OC(=O)/C=C/c2ccccc2)cc1
-2.4%,CC(=O)C1=C(C)N2CCN=C2S1
14.2%,COc1ccc(CNC(=O)CSc2nnc(C)n2C2CCCCC2)cc1
-21.1%,CN(Cc1ccccc1)c1ncnc2c1nc1n2CCCC1
-4.1%,Fc1ccc(NCC23CC4CC(CC(C4)C2)C3)cc1
?,O=C(c1ccc(F)cc1)N1CCN(c2nc3ncccc3o2)CC1
22.3%,Cc1cccc(C(=O)N2CC3CC(C2)[C@H]2CCCC(=O)N2C3)c1 (some centres undefined)
-16.9%,Cc1cc(C(=O)NC(C)c2ccccc2Br)c(C)[nH]1 (centres undefined)
-15.1%,COc1cc(NC(=O)C(CCSC)NS(=O)(=O)c2ccc3c(c2)oc(=O)n3C)cc(OC)c1 (centres undefined)
-14.0%,C#CCN1CCC(CN(CC)CC)CC1
4.7%,Cc1ccc(CNC(=O)c2nc(-c3nn(-c4ccc(F)cc4)c(=O)n(C)c3=O)no2)o1
18.9%,CC(NC(=O)C1CCN(C(=O)c2ncn3c2COC(c2ccc(F)cc2)C3)CC1)c1ccc(F)cc1 (centres undefined)
-18.3%,O=C(O)C1Nc2c(C(F)(F)F)ccc(Cl)c2C2C=CCC12 (centres undefined)
-16.5%,COCC(=O)N1CCc2nc(C(C)C)nc(-c3ccc(O)cc3)c2C1
?,O=c1ccc(=O)n(-c2ccccc2)[nH]1
-18.5%,Cc1c(CCNC(=O)c2ccco2)sc2nc(-c3ccc(F)cc3)nn12
?,CC(=O)Nc1ccc(S(=O)(=O)N2CC[C@H](c3nc4ccccc4o3)C2)cc1
35.5µM*,COc1ncccc1-c1cnc2[nH]cc(CC(=O)NCc3ccco3)c2c1

Entries from the list above that contain four or more nitrogen atoms (13):
KDM5B inh,compound
?,CCc1ccc(S(=O)(=O)c2nnn3c2nc(NC2CCCC2)c2ccccc23)cc1
-14.5%,CN1CCN(C(=O)CSc2nc3ccc(NC(=O)c4ccccc4F)cc3s2)CC1
-4.7%,O=C(CN1CCCC1=O)NC1CCCc2nc(-c3ccccc3)ncc21 (centres undefined)
2.7%,Cc1ccc(NC(=O)Cn2nc(-c3ccccc3)ccc2=O)cc1S(=O)(=O)N1CCOCC1
-0.1%,Cc1nc2c3ccccc3nc(NNC(=O)CCC(=O)N3CCN(c4cccc(C(F)(F)F)c4)CC3)n2n1
-55.5%,COc1ccc(N2CCN(Cc3nc4c(c(=O)[nH]c(=O)n4C)n3Cc3ccccc3)CC2)cc1
14.2%,COc1ccc(CNC(=O)CSc2nnc(C)n2C2CCCCC2)cc1
-21.1%,CN(Cc1ccccc1)c1ncnc2c1nc1n2CCCC1
?,O=C(c1ccc(F)cc1)N1CCN(c2nc3ncccc3o2)CC1
4.7%,Cc1ccc(CNC(=O)c2nc(-c3nn(-c4ccc(F)cc4)c(=O)n(C)c3=O)no2)o1
18.9%,CC(NC(=O)C1CCN(C(=O)c2ncn3c2COC(c2ccc(F)cc2)C3)CC1)c1ccc(F)cc1 (centres undefined)
-18.5%,Cc1c(CCNC(=O)c2ccco2)sc2nc(-c3ccc(F)cc3)nn12
35.5µM*,COc1ncccc1-c1cnc2[nH]cc(CC(=O)NCc3ccco3)c2c1

More results follow.
KDM5B inh,compound
-0.9%,CC(=O)c1ccc(NC(=O)CSc2nc(Nc3ccccc3)nc(N3CCOCC3)n2)cc1
?,C1=CC[C@H]2CN(c3nccc(-c4ccccn4)n3)C[C@H]2C1
8.0%,CCCCn1c(CCC(=O)Nc2cccc(C)c2C)nc2c1c(=O)[nH]c(=O)n2CCC
-5.8%,Cc1nn(C(=O)c2c(F)cccc2F)c(C)c1S(=O)(=O)N1CCCCCC1
?,CN(C)C[C@@H]1CN(Cc2ccccn2)C[C@H]1NC(=O)c1n[nH]c2ccccc12
2.4%,COc1nccc(C(F)(F)F)c1C(=O)NC(=O)Nc1ccccc1
-1.2%[86.2 µM],CC[C@H]1CN(C(=O)c2ccc(F)cc2)CC[C@H]1CC(=O)N[C@@H](CO)CC(C)C
-28.1%,CCn1c2ccccc2c2nnc(N3CCN(c4ccc(F)cc4)CC3)nc21
16.8%,CNC(=O)N1CCC(C2CCN(C(=O)C3CC=CC3)C2)CC1 (centres undefined)
?,O=C(c1ccoc1)N1CCOc2ccc(CN3CCc4ccccc4C3)cc2C1
10.2%,CCS(=O)(=O)N1CC(=O)N(c2ccc(C(C)C)cc2)C(C)(C(=O)NCc2ccc(F)cc2)C1 (centres undefined)
13.5%,COc1cc(-c2nnc(CSc3nc(C4CC4)n(-c4ccccc4)n3)o2)cc(OC)c1OC
3.0%,O=C(CSc1nncn1-c1cccnc1)Nc1cccc(C(F)(F)F)c1
?,CC(C)CNc1nc(-c2ccc(S(=O)(=O)N3CCOCC3)cc2)cs1
7.8%,CCCc1cc(=O)[nH]c(SCc2nc(-c3ccc(C)c(F)c3)no2)n1
?,COc1ccc2c(C)c(-c3ccccc3)c(=O)oc2c1
15.4%,COC(=O)c1cc(NC(=O)N2CCc3[nH]cnc3C2c2ccc(Cl)cc2)ccc1Cl (centres undefined)
10.6%[86.2 µM],CC(C)NC(=O)NC[C@H]1O[C@@H](CC(=O)NC2CC2)[C@H](O)[C@@H]1O
-7.8%,O=C1CC(c2ccccc2)N(C(=O)CNC(=O)CN2CCCC2=O)CCCCCN1 (centres undefined)
18.5%,COCCn1c(N2CCN(Cc3ccccc3)CC2)nc2c1c(=O)[nH]c(=O)n2C
?,COC(=O)c1ccc(NC(=O)c2c(C)oc3ccn(Cc4ccc(F)cc4)c(=O)c23)cc1
?,Cc1cc(C(C)(C)C)cc(C)c1S(=O)(=O)N1CC(=O)Nc2ccccc21
?,COc1cc(/C=C/C(=O)OCC(=O)OC2CC(C)CCC2C(C)C)cc(OC)c1OC (centres undefined)
-19.5%,COc1ccc(NC(=O)CSc2oc(-c3ccco3)nc2S(=O)(=O)c2ccccc2)c(OC)c1
3.5%,CCC1CN(Cc2cccc(C)n2)CCC(=O)N1Cc1ccccc1 (centres undefined)
-21.0%,COc1cccc(-c2ocnc2C(=O)NCc2ccc(OC)cc2OC)c1
-11.7%,Cc1noc(-c2cn(C3CCCN(C(=O)c4ccc(C(C)(C)C)cc4)C3)nn2)n1 (centres undefined)
3.1%,OC[C@@H]1CN(C2CCSCC2)C[C@H]1c1nc(-c2cccnc2)no1
5.9%,O=C(NCCN1CCOCC1)c1cccc(C2CCNC2)c1 (centres undefined)
-1.5%,CC(C)Cc1nc(CN2C[C@@H]3CC[C@H](C2)N(Cc2ccccc2)C3)no1
27.1%,Cc1[nH]ncc1CNC(=O)C1CCN(C(=O)c2ncn3c2COC(c2ccc(F)cc2)C3)CC1 (centres undefined)
-6.1%,O=C(CSc1nccn1-c1cccc(Cl)c1)Nc1ccc2c(c1)OCO2
-5.0%,Cc1ccc2c(c1)c(=O)c(C(=O)c1ccc3c(c1)OCO3)cn2Cc1cccc(F)c1
8.7%,COc1cccc([C@@H]2CN(CC3CCOCC3)C[C@H]2C(=O)O)c1OC
-20.6%,Cc1cnc(C(=O)N2CCCC(Cc3noc(-c4ccccn4)n3)C2)cn1 (centres undefined)
7.9%,COc1ccc(C(=O)NCC(=O)OCC(=O)c2ccc(Cl)cc2)cc1OC
-15.3%,COc1ccc(OCCn2c(C)nc3ccccc32)cc1
-10.3%,COc1ccc2cc(CN(C)C(=O)CNC(=O)c3ccccc3F)ccc2c1
-1.3%,Cc1cc(C)c(NC(=O)CCc2c(C)nc3c(c(C)nn3C(C)(C)C)c2C)c(C)c1
16.0%,CCOc1ccccc1N1CCN(CC(=O)Nc2c(Cl)cccc2Cl)CC1
-7.2%,Cc1cn(C)c(CC(=O)NCc2ccccc2Cl)c1C(=O)O
-26.7%,COc1ccccc1C(=O)NC1(C(F)(F)F)C(=O)Nc2c1c(=O)[nH]c(=O)n2-c1ccc(F)cc1 (centres undefined)
?,CC1CCC(COC(=O)C[N+]2(C)CCCCC2)C(C)C1 (centres undefined)
3.3%,CCN(CC)CCCNC(=O)Cc1ccc(NC(=O)N2CCCCc3ccccc32)cc1
?,COc1cc(NC(=O)CSc2ncc(S(=O)(=O)c3ccc(Br)cc3)c(=O)[nH]2)cc(OC)c1
-21.2%,O=C(CC1C=CCC1)N(Cc1ccncc1)C1CC1 (centres undefined)
18.6%,Cc1nc2ccccc2c(=O)n1/N=C/c1cn[nH]c1-c1ccccc1
-14.6%,COc1cc(CSc2c(C(C)C)cnc3c2c(=O)n(C)c(=O)n3C)cc(OC)c1
4.7%,O=C(/C=C/c1ccccc1)OCC(=O)c1ccc(Br)s1
20.4%,COC(=O)C1=C(CS(=O)(=O)c2ccc(C)cc2C)NC(=O)NC1c1ccc(O)cc1 (centres undefined)
6.9%,CNC(=O)c1c(C)nn(-c2ccc(F)c(Cl)c2)c1-c1cc(C)on1
-26.1%,c1ccc(-n2cc(CN3CCN(c4nc5ccccc5o4)CC3)nn2)cc1
-25.7%,CCOc1cc(C#N)c(NC(=O)c2cccc(S(=O)(=O)N3CCOCC3)c2)cc1OCC
1.0%,O=C(N/C(=C\c1ccco1)C(=O)N1CCOCC1)c1ccc([N+](=O)[O-])cc1
-15.3%,Cc1cc2c(c(=O)n(-c3ccccc3)c(=O)n2CC(=O)Nc2ccc(F)cc2)n1C
6.2%,COC1CCC12CCN(C(=O)c1ccco1)CC2 (centres undefined)
-4.2%,COc1cccc(C(=O)Oc2ccc(C)c(C)c2)c1
i,CCCc1cc(=O)oc2c3c(ccc12)OCN(Cc1ccccc1OC)C3
-1.7%,CCCNc1nc(-c2ccc(Cl)cc2)c(CC(=O)O)s1
-6.3%,Cc1nc(C)c(C(=O)N2CCCCCCN(C)C(=O)[C@@H]3CCC[C@@H]32)s1

More results follow:
KDM5B inh,compound
1.7%,CN1CCC(N[C@H]2CC(C)(C)[C@@H]3C[C@@](C)(O)CC[C@]23CCC(=O)NCCN2CCOCC2)CC1
9.3%,Cc1c(Cl)cccc1NC(=S)NCC1(N(C)C)CCCCC1
19.5%,COc1ccc(CNC(=O)CSc2nnc3c(n2)[nH]c2ccccc23)cc1
-12.1%[86.2 µM],Fc1ccc2c(c1)nc1n2[C@@H](CNCc2ccncc2F)COC1
?,COc1cc(OC)c(CNC(=O)c2c(C)noc2-c2cc(OC)c(OC)c(OC)c2)c(OC)c1
0.0%,O=C(Nc1ccc(Nc2ccccc2)cc1)c1c(Cl)cccc1Cl
-0.4%,Cn1c(CCN2CCCCC2)nc2cc(NC(=O)c3ccccc3)ccc21
10.2%[11.5 µM],CCCSc1nnc2c(n1)OC(CC)N(C(C)=O)c1ccccc1-2 (centres undefined)
0.7%,O=C1CSC2(C(=O)N(Cc3c(F)cccc3Cl)c3ccccc32)N1c1ccc(F)c(F)c1 (centres undefined)
14.4%,CCCN1CCN(c2nnc(-n3cccc3CN3CCN(Cc4ccccc4)CC3)s2)CC1
?,COc1ccc(/C=C/c2nc(C#N)c(NC3CCCCC3)o2)cc1OC
-22.7%,O=C(Nc1ccccc1)N1CCCC(c2nn(-c3ccccc3)c(=O)[nH]2)C1 (centres undefined)
-24.1%,O=C(NCCCc1nc2ccccc2[nH]1)C1CCCN(C2CCCC2)C1 (centres undefined)
-6.4%,O=C(Cn1nc(-c2cccs2)ccc1=O)NC1CCCc2c1[nH]c1c(Cl)cccc21 (centres undefined)
-21.2%,CC(C)c1nc2c(c(-c3ccc(O)cc3)n1)CCN(Cc1ccccc1)CC2
?,Cc1nc(-c2ccc(S(=O)(=O)N3CCN(c4ccc(F)cc4)CC3)cc2)co1
-13.1%,COc1ccc(CNC(=O)CSc2ncc(S(=O)(=O)c3ccc(Br)cc3)c(=O)[nH]2)cc1
-15.1%,COCC(C)NC(=O)Cn1nc(C)c2ccccc2c1=O (centres undefined)
?,COCCN1CCCCCC(O)c2cc(C(=O)N3CCN(c4ccccn4)CC3)ccc21 (centres undefined)
-4.0%,CCOC(=O)c1ccc(-n2nc(C)cc2C)cc1
-7.2%,CC1CCC(Nc2ncnc3onc(-c4ccc(F)cc4)c23)CC1 (centres undefined)
?,COc1cccc(C(=O)N2CCC(N3C[C@H](O)C[C@H]3C(=O)N3CCc4ccccc4C3)CC2)c1
-18.1%,CCCCc1nn2c(=O)cc(COC(=O)c3ccco3)nc2s1
9.4%,CC(C)C[C@H](NC(=O)NCCc1ccccc1F)C(=O)O
29.8%,CN1C(=O)[C@H]2CN(Cc3cn[nH]c3-c3cccc(Br)c3)C[C@H]2C1=O
7.6%,CCc1cccc(NC(=O)[C@@H]2CN(S(C)(=O)=O)C[C@H]2c2ccncc2)c1
